# Compound activity: PubChem, several laboratories
# Rad51 HR inh = blocks human Rad51 in homologous recombination; actives 0.085% (n = 200,000); Q06609; inhibition, % at 10 µM; hRad51 DNA strand exchange, fluorescence dequenching; AID 1385;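 active = inhibition above 40% at the single screening dose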;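 also: 0% = DMSO control wells and 100% = blanks with heterologous ssDNA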
# Target sequence (Q06609 whole entry, looked up): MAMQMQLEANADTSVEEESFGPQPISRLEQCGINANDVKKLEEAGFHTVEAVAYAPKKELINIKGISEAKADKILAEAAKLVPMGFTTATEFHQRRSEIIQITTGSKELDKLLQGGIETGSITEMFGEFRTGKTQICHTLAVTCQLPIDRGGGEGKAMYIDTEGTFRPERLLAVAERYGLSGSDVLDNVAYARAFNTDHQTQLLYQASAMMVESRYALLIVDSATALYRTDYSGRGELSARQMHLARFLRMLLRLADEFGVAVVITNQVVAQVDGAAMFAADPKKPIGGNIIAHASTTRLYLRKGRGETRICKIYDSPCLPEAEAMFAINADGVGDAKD
#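 Test system: preformed human Rad51 ssDNA filaments. Compound dosing: single dose, 10 µM final compound. Incubation: filaments 15 min 37 °C, then compound 30 min. Technique: FRET fluorescence dequenching, excitation 485 nm, emission 520 nm. Read-out basis: percent inhibition from fluorescence, normalised to plate control and blank means. Benchmarks: plate controls and plate blanks.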
# Thrombin inh = thrombin (human) inhibition | P00734 | alpha-thrombin, Boc-VPR-AMC fluorogenic substrate cleavage | inhibition, % at 5 µM | actives 0.26% (n = 220,000);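 active = inhibition at or above 40%; inactive = inhibition below 40%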;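 also: 0% = enzyme with no compound and 100% = wells without enzyme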
#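 Material: human alpha-thrombin protein; Also added: Boc-VPR-AMC substrate, 15 µM final; Timing: enzyme reaction carried out at room temperature; Signal: fluorescence, ex 355 nm, em 460 nm; Measure: % inhibition of thrombin; Controls: enzyme without compound as high, wells lacking enzyme as low.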
# PERK inhibitor = blocks human PERK kinase | actives 0.17% (n = 220,000) | Q9NZJ5 | CHO PERK-DD fusion, SEAP luminescence translation reporter | inhibition, % at 5.6 µM | AID 1416;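 active = inhibition above the mean inhibition of all tested compounds plus 3 SD, set separately per screening campaign, cut at about 2.9% in these data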;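 also: PERK kinase domain activated by AP20187 dimerizer at 100 nM; 0% = DMSO with dimerizer and 100% = rapamycin at 8.4 µM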
# FXIIa inh = inhibitors of human coagulation factor XIIa; inhibition, % at 5 µM; AID 800; purified FXIIa, Boc-QGR-AMC fluorogenic substrate, 2 h; P00748; actives 0.3% (n = 220,000); in the data active = inhibition above about 40%;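 also: 0% = enzyme with no compound and 100% = blank without enzyme; many of its hits are not listed in these tables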
# KCC2 mod = KCC2 (human) Cl- transport modulation. AID 1456. KCC2 cells, thallium flux FluoZin-2 fluorescence. actives 2.2% (n = 190,000). B-score of Tl+ flux slope (higher = more flux/activation; lower = inhibition) at 10 µM. Q9H2X9;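 active = thallium flux slope and its plate-corrected score both differing from the plate sample mean at a set confidence after two filtering rounds, in either direction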;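 also: slope of fluorescence scaled to starting intensity during 10 to 20 s after thallium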
# KLK5 inh = kallikrein 5 (human) inhibition; Q9Y337; recombinant hK5, fluorogenic AMC substrate cleavage; inhibition, % at 5 µM; actives 0.59% (n = 210,000);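 active = inhibition of 40% or more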;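 also: 0% = enzyme controls without compound and 100% = no-enzyme blanks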
# Target sequence (Q9Y337 67-293 limits assumed): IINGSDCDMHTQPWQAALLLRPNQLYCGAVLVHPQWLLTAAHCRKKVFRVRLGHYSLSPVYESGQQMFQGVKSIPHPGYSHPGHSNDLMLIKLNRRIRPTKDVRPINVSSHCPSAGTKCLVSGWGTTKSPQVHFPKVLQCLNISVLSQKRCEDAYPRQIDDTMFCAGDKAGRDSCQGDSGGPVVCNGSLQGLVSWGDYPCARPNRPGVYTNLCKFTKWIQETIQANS
# FXIa inh = factor XIa (human) inhibition; P03951; purified FXIa, Boc-Glu-Ala-Arg-AMC fluorogenic substrate; inhibition, % at 5 µM; actives 0.14% (n = 220,000);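 active = inhibition of at least 40%; inactive = inhibition below 40%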;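 also: fluorescence of freed AMC excited at 355 nm; 0% = enzyme without compound and 100% = no enzyme blank; many of its hits are not listed in these tables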
# Furin inh = human furin inhibition. purified furin, fluorogenic substrate cleavage. inhibition, % at 30 µM. P09958. actives 0.061% (n = 220,000); in the data active = inhibition above about 25%; also: inactives centre near -15
# Calpain2 inh = inhibitors of pig calpain II. purified calpain II, fluorogenic peptide substrate, 30 min. actives 0.37% (n = 220,000). inhibition, % at 16 µM;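 active = inhibition above about 50%, limit read from the data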
# An asterisk follows results filed as active; i = inactive; x = no result given; [ ] = another dose, or the depositor's remark.
SMILES,Rad51 HR inh,Thrombin inh,PERK inhibitor,FXIIa inh,KCC2 mod,KLK5 inh,FXIa inh,Furin inh,Calpain2 inh
CS(=O)(=O)N(CC(=O)Nc1ccccc1C(=O)NCc1ccco1)c1ccc2c(c1)OCCO2,-8,0,-1.5,10,-0.18,-8,2,-3[20 µM],-13
O=C(CCCOc1ccccc1)Nc1ccccc1C(F)(F)F,-21,-4,1.8,14,-1.1,-8,6,-15,-7
Cc1ccccc1C(=O)NC(=S)NCC1CCCO1 (stereo unspecified),x,7,0.4,0,0.99,-24,-10,-16[20 µM],-42
NC(=O)c1c(NC(=O)CSc2nnc(-c3ccco3)n2N)sc2c1CCCC2,-2,0,0.2,13,0.019,-4,4,-9[20 µM],-46
CC(=O)OCC1=C(C(=O)O)N2C(=O)C(NC(=O)c3ccc(COc4c(C)cccc4Cl)o3)C2SC1 (stereo unspecified),x,-5,1.2,10,-0.097,x,0,-19,-48
CC(=O)Oc1ccc(C(=O)Nc2cccc(-c3nnc(-c4ccco4)o3)c2)cc1,-3,1,-2.0,9,-0.92,-3,-3,-14,0
C/C(CC(O)c1ccc2ccccc2n1)=N/O (stereo unspecified),-4,0,0.0,7,-0.02,-7,0,-15[20 µM],-3
CCCCC(=O)N/N=C(\C)CC(=O)Nc1ccccc1Br,10,-5,0.5,4,0.7,-20,5,-34,-9
CC(C)(C)C1CCc2nc(NC(=O)Cc3cn4ccsc4n3)sc2C1 (stereo unspecified),0,3,0.5,16,-0.31,-12,7,-15,-65
Cc1ccc(/C=C/C(=O)Nc2ccccc2C(N)=O)cc1,-22,-8,0.0,6,-0.13,-10,4,-2,7
Cc1ccc(SCCNS(=O)(=O)c2ccc3c(c2)OCCO3)cc1,-3,-3,0.3,5,-1.3,-22,5,-21[20 µM],21
CCN(CC(=O)Nc1ccc(NC(C)=O)cc1)c1ccc(C(F)(F)F)cn1,10,-4,0.6,6,-0.49,-8,1,-15,-2
CC(=O)C1=C(O)CCC1=NCCc1ccccc1,-7,-3,0.5,1,-0.39,-5,-1,-19[20 µM],5
O=C(NC(=S)NC1CC1)c1cccnc1,-2,-1,1.1,-7,1,4,-11,-15[20 µM],3
CCCc1nc2sc3c(c2c(=O)n1NC(=O)CCCl)CCCC3,x,3,-1.2,20,-1.3,-8,11,-20[20 µM],-18
COc1ccc(C(c2nnnn2CCc2ccccc2)N2CCN(C3CCCC3)CC2)cc1OC (stereo unspecified),-1,-3,-1.1,6,x,-1,-9,-26,20
CCCCOC(=O)CSC1=C(C#N)C(c2cccnc2)C(C(=O)OCC)=C(c2ccccc2)N1 (stereo unspecified),-19,20,0.0,28,-1.4,24,32,-18,22
Cc1cc(C)n(-c2ncnc3sc(C)c(C)c23)n1,7,0,-1.0,17,0.018,-17,6,-10[20 µM],-93
Cc1sc(NC(=O)c2ccco2)c(C(c2cccnc2)N2CCN(CCO)CC2)c1C (stereo unspecified),27,0,1.8,5,-0.38,-13,-8,-14,16
CNc1nc(-c2ccc3c(c2)CCN3C(=O)c2ccccc2C)cs1,-9,1,-0.3,6,x,5,-5,-17,-76
COc1ccc(N(CC(=O)N/N=C/c2cc3ccc(OC)cc3nc2Cl)S(=O)(=O)c2ccccc2)cc1,-13,18,0.7,4,0.16,33,4,-18,-156
Cc1ccc(CN2CCN(C(=O)c3ccco3)CC2)cc1,-13,-4,0.1,8,0.27,-13,-3,-17[20 µM],-31
NC(=O)C1CCN(c2nnnn2-c2ccccc2)CC1,3,-4,0.1,13,0.31,-1,3,-13[20 µM],-9
COc1ccccc1Oc1ccc(S(=O)(=O)N2CCCC2)cc1,x,-4,0.1,9,-0.17,-4,-3,-14[20 µM],-2
Cc1ccccc1NC(=O)Cn1c(C)nc2ccc(N)cc2c1=O,1,-1,-0.4,7,0.21,-26,-8,-13[20 µM],-482
C=C(C)CSc1nnc(CCNC(=O)OC(C)(C)C)o1,-2,1,-1.4,22,0.62,1,10,-17,-27
O=C(COc1nncc2ccccc12)Nc1ccc(F)c(F)c1,9,-6,0.3,5,-0.4,1,2,-38,4
OC1C2(Cc3ccccc3)CN3CCN(C2)CC1(Cc1ccccc1)C3 (stereo unspecified),6,3,-0.2,-4,-1.3,110*,-6,2[20 µM],x
Cc1nn2c(NCCOCCO)c3c(nc2c1-c1ccccc1)CCCC3,2,1,0.0,2,-0.22,3,-2,-12[20 µM],-1
O=S(=O)(c1ccccc1)N1CCN(c2nc3ccccc3s2)CC1,x,-12,0.1,10,-0.33,-17,-6,-16[20 µM],2
CCOc1ccc(C(=O)Nc2ccncc2)cc1,-2,0,-0.6,-5,0.83,25,-3,-19,18
CCCN1C(=O)c2ccccc2NC1c1ccc(OC)cc1O (stereo unspecified),2,-2,-1.0,7,x,-3,4,-6,i
O=C(O)COc1cccc2ccccc12,3,2,-0.3,17,-1.9,4,16,-15[20 µM],24
Cc1ccccc1S(=O)(=O)NNC(=O)C(=O)NNc1ccccn1,x,-7,0.1,6,x,-78,-7,-18[20 µM],19
CN=C(Nc1cc(Cl)ccc1Cl)SC1CC(=O)N(c2ccc(C(=O)OC)cc2)C1=O (stereo unspecified),-1,-1,0.6,14,x,3,-2,-16[20 µM],-19
Cc1cc(C)nc(SCc2nnc(SCC(N)=O)n2Cc2ccco2)n1,-1,-2,0.9,2,0.31,-4,0,-14[20 µM],-18
COc1ccc(C(=O)c2ccc(OC)c(Br)c2)cc1Br,27,0,0.1,10,0.88,-5,9,-5,28
CC(Oc1ccc2c(=O)c(-c3ccc(Cl)cc3)c(C(F)(F)F)oc2c1)C(=O)O (stereo unspecified),x,-11,1.3,1,0.62,-1,-4,-19,13
CN(C(=O)CCn1c(=S)oc2ccccc21)C1CCCCC1,-4,-1,-1.1,4,0.0044,3,0,-15,7
Cc1c(NC(=O)C2CCCN2C(=O)c2cccs2)c(=O)n(-c2ccccc2)n1C (stereo unspecified),10,14,0.4,14,0.5,34,7,-11,3
Cn1c(=O)c(C(=O)NCC2CCCO2)c(O)c2ccccc21 (stereo unspecified),9,-11,-0.1,7,x,-1,-4,-25,-23
Cc1nc(SCC(N)=O)c([N+](=O)[O-])[nH]1,11,-1,0.6,3,x,-5,2,-11,-33
O=C1Cn2c(nc3ccccc32)-c2ccccc2N1,0,0,-0.5,17,x,4,-4,-21,-10
CCn1c(=O)c2c(nc3n2CC(C)CN3CCc2ccccc2)n(C)c1=O (stereo unspecified),-3,2,-1.3,15,-0.057,-7,6,-9,1
CC1(C)C2CC=C(/C=N/NC(=S)Nc3cccnc3)C1C2 (stereo unspecified),8,-3,0.3,5,1.3,6,-1,-15,21
COc1ccc(OC(=O)c2cc3ccccc3o2)cc1,0,-2,-0.4,16,-1.4,0,5,-14[20 µM],-14
c1ccc(SCCOCCN2CCc3ccccc3C2)cc1,2,-12,-0.3,9,0.12,-18,1,-10,2
COc1ccccc1NC(=O)C(C/C=C(\C)Cl)C(C)=O (stereo unspecified),12,-1,-0.1,6,x,-3,-7,-25,-12
O=C(CSc1nc2ccccc2[nH]1)N/N=C/C=C/c1ccccc1[N+](=O)[O-],5,-1,-0.3,11,-0.034,-4,-3,-14,-9
Cc1ccc(-c2nc(CSCC(=O)N3CCOCC3)c(C)o2)cc1,-39,-4,-0.1,13,1.7,8,0,-28,21
Cn1cc(CCC(=O)N2CCCC(C(=O)c3cccc4ccccc34)C2)cn1 (stereo unspecified),4,-14,-0.3,5,0.031,-1,-3,-13,23
CCCCOc1ccc(Cc2n[nH]c(=S)n2N)cc1,5,-7,-1.0,9,0.38,-13,6,-3,17
Cc1cccn2c(CNCC3OCCc4ccccc43)c(C(=O)N3CCCCC3)nc12 (stereo unspecified),7,0,-0.7,4,-1.4,x,-2,-13,7
CC(=O)Nc1ccc(-n2nnnc2SCC(=O)NCc2cccs2)cc1,3,2,2.8,3,-1.3,-8,-1,-15,15

# 16 structures out of the list, arranged by molecular weight, smallest number first.
SMILES,Rad51 HR inh,Thrombin inh,PERK inhibitor,FXIIa inh,KCC2 mod,KLK5 inh,FXIa inh,Furin inh,Calpain2 inh
O=C1Cn2c(nc3ccccc32)-c2ccccc2N1,0,0,-0.5,17,x,4,-4,-21,-10
COc1ccc(OC(=O)c2cc3ccccc3o2)cc1,0,-2,-0.4,16,-1.4,0,5,-14[20 µM],-14
CCCCOc1ccc(Cc2n[nH]c(=S)n2N)cc1,5,-7,-1.0,9,0.38,-13,6,-3,17
COc1ccccc1NC(=O)C(C/C=C(\C)Cl)C(C)=O (stereo unspecified),12,-1,-0.1,6,x,-3,-7,-25,-12
CC1(C)C2CC=C(/C=N/NC(=S)Nc3cccnc3)C1C2 (stereo unspecified),8,-3,0.3,5,1.3,6,-1,-15,21
Cn1c(=O)c(C(=O)NCC2CCCO2)c(O)c2ccccc21 (stereo unspecified),9,-11,-0.1,7,x,-1,-4,-25,-23
CN(C(=O)CCn1c(=S)oc2ccccc21)C1CCCCC1,-4,-1,-1.1,4,0.0044,3,0,-15,7
Cc1ccc(-c2nc(CSCC(=O)N3CCOCC3)c(C)o2)cc1,-39,-4,-0.1,13,1.7,8,0,-28,21
CCn1c(=O)c2c(nc3n2CC(C)CN3CCc2ccccc2)n(C)c1=O (stereo unspecified),-3,2,-1.3,15,-0.057,-7,6,-9,1
Cn1cc(CCC(=O)N2CCCC(C(=O)c3cccc4ccccc34)C2)cn1 (stereo unspecified),4,-14,-0.3,5,0.031,-1,-3,-13,23
O=C(CSc1nc2ccccc2[nH]1)N/N=C/C=C/c1ccccc1[N+](=O)[O-],5,-1,-0.3,11,-0.034,-4,-3,-14,-9
CC(=O)Nc1ccc(-n2nnnc2SCC(=O)NCc2cccs2)cc1,3,2,2.8,3,-1.3,-8,-1,-15,15
Cc1cc(C)nc(SCc2nnc(SCC(N)=O)n2Cc2ccco2)n1,-1,-2,0.9,2,0.31,-4,0,-14[20 µM],-18
COc1ccc(C(=O)c2ccc(OC)c(Br)c2)cc1Br,27,0,0.1,10,0.88,-5,9,-5,28
Cc1c(NC(=O)C2CCCN2C(=O)c2cccs2)c(=O)n(-c2ccccc2)n1C (stereo unspecified),10,14,0.4,14,0.5,34,7,-11,3
CC(Oc1ccc2c(=O)c(-c3ccc(Cl)cc3)c(C(F)(F)F)oc2c1)C(=O)O (stereo unspecified),x,-11,1.3,1,0.62,-1,-4,-19,13

# A portion of the library, so the mix of outcomes need not match the whole.
